Bioassay records (PubChem BioAssay)
PriA SSB inh: blocks PriA binding to SSB C-terminal tail; AlphaScreen SSBct-PriA binding, biotinylated peptide; inhibition, % at 33 µM; hit rate 0.6% among 430,000; AID 1272365; in the data active = inhibition mostly above about 37%, no sharp cut-off; inactive = mostly below about 20%;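 note: plate controls were negative control peptide for no effect and reference peptide for full effect; strong numbers were not always called active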
BoNT A protease: inhibitors of Botulinum neurotoxin A light chain protease; multiplex microsphere protease substrate cleavage, flow cytometry; inhibition, % at 10 µM; hit rate 0.17% among 360,000; AID 588499; note: plate controls were buffer without enzyme for full effect and enzyme alone for no effect
BH1578 lux ind: induces V. cholerae light production without autoinducers; AID 588436; activation, % at 18.7 µM; V. cholerae BH1578 lux reporter, luminescence, 6 h; hit rate 0.16% among 350,000; in the data active = activation mostly above about 9.7%, no sharp cut-off; inconclusive = no clear call, values can overlap the other calls; inactive = mostly below about 3.7%; note: not every result past the cut was called active; inactives centre near 0; reference of the scale not given here
Yp Topo-I inh: Y. pestis Topo-I inhibition via cleavage products; activity, % at 10 µM; Y. pestis Topo-I cleavage product accumulation, plate reader; AID 504884; hit rate 0.064% among 360,000; in the data active = activity above about 50%, passing the limit was not always enough; inconclusive = no clear call, values can overlap the other calls; note: inactives centre near 2
SARS 3CLpro inh: SARS-CoV 3CLpro protease inhibition | P0C6X7 | recombinant SARS-CoV 3CLpro, quenched FRET peptide cleavage | inhibition, % at 6 µM | hit rate 0.14% among 290,000 | AID 1706; in the data active = inhibition above about 12%
TcdB GH inh: TcdB glycohydrolase inhibition; P18177; TcdB glycohydrolase enzymatic assay, plate reader; inhibition, % at 9.99 µM; hit rate 0.24% among 350,000; AID 652162; in the data active = inhibition above about 10%
CCHF vOTU inh: blocks the CCHF virus ovarian tumor domain protease; CCHFV vOTU protease, Pep-AMC fluorescence; inhibition, % at 11.5 µM; hit rate 0.55% among 370,000; AID 651958; in the data active = inhibition above about 30%; note: 0% = vehicle wells with enzyme and 100% = no enzyme wells
PfHsp40 rescue: rescue of PfHsp40-mediated yeast toxicity; S. cerevisiae expressing PfHsp40, growth rescue, ATP luminescence; growth rescue, % at 12.5 µM; hit rate 0.68% among 340,000; in the data active = growth rescue above about 28%, passing the limit was not always enough; inconclusive = no clear call, values can overlap the other calls;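 note: yeast W303a lacking pdr1 and pdr3 grown in galactose medium; growth measured after three days at 30 °C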
Anthrax LF inh2: inhibitors of Bacillus anthracis lethal factor protease. multiplex microsphere protease cleavage assay, LF. inhibition, % at 10 µM. hit rate 0.12% among 360,000; note: plate controls were buffer without enzyme for full effect and enzyme alone for no effect
DUSP3 inh: DUSP3 (human) phosphatase inhibition. P51452. recombinant VHR phosphatase, pNPP absorbance. inhibition, % at 13.3 µM. hit rate 0.52% among 290,000. AID 1654; in the data active = inhibition above about 50%; note: some compounds called inactive have numbers as strong as hits
* hit, by the source's call; i = inactive; ? = inconclusive; / = no result given. Cut-off read from the data, not from the text of the source, unless noted: active = inhibition above about 30%; inconclusive = no clear call, values can overlap the other calls; inactive = below that. The list is partial; count on the stated rates, not on these rows.

Every second line gives: PriA SSB inh	BoNT A protease	BH1578 lux ind	Yp Topo-I inh	SARS 3CLpro inh	TcdB GH inh	CCHF vOTU inh	PfHsp40 rescue	Anthrax LF inh2	DUSP3 inh
- COC(=O)CNC(=O)Cn1cnc2sc(C)c(S(=O)(=O)N3CCN(c4ccccc4OC)CC3)c2c1=O
 : -2	-1.1	i	-14	-3	1.6	-15	-1.2	-3	21
- O=C(Cc1coc2cc(O)ccc12)N1CCN(S(=O)(=O)c2ccc(Br)cc2)CC1
 : 2	0.6	-1.9	8	/	7.4	14	-0.8	0	/
- Cc1ccccc1-c1cnn(-c2cccc([N+](=O)[O-])c2)c1N
 : 10	-0.9	-1.8	1	6	2.3	3	0.4	-4	2
- COc1ccc(-c2cc3nc(NCC4CCCCC4)n(C)c(=O)c3s2)cc1OC
 : /	0.4	-0.3	4	/	0.8	-11	/	2	/
- CC1(CC(=O)N/N=C/c2ccc(-c3ccc(Cl)cc3)o2)OCCO1
 : /	-0.3	-1.8	10	-2	-1.1	4	1.3	1	-5
- O=C1NCCN1Cc1ccccc1
 : -3	0.1	-0.3	3	-3	/	-12	-0.1	2	26
- Cc1cccc(-n2nc3c(c2NC(=O)c2ccc(Br)o2)CSC3)c1
 : 1	0.8	i	1	1	0.7	3	0.3	4	31
- Nc1ccc(C#Cc2ccc3oc4ccccc4c(=O)c3c2)cc1
 : -7	0.7	-1.7	-8	/	0.2	-5	-1.1	2	/
- O=C(NC(=S)NCc1nc2ccccc2[nH]1)c1ccc(F)cc1
 : -2	-1.1	1.6	3	1	0.7	19	0.6	3	14
- CCCCSc1nnc2c(n1)[nH]c1ccccc12
 : -25	-1.3	i	2	5	/	-1	0.0	1	12
- Nc1c(C(=O)NCc2ccco2)c2nc3ccccc3nc2n1CCN1CCOCC1
 : -17	5.6	-1.4	8	-5	/	-117	0.1	1	20
- CN(CC(=O)Nc1ccc(F)c(F)c1F)C(=O)CC1OC(=O)c2ccccc21 (stereo unspecified)
 : -2	-68	i	2	/	1.0	5	-0.3	-17	/
- Cn1c(SCC(=O)NCc2ccccc2)nnc1C1CC1
 : -3	0.7	i	3	-2	/	1	-1.0	-6	14
- CC1=C(C(=O)OCc2ccccc2)C(c2ccco2)n2ncnc2N1 (stereo unspecified)
 : -2	0.0	-0.4	3	6	1.6	2	1.0	-1	6
- COCCn1c(-c2ccc(OC)cc2)cnc1SCC(=O)Nc1cccc2ccccc12
 : 52	-0.7	/	31	1	/	-3	5.9	-3	17

In the list so far, 3 contain an aryl thioether with sulfur outside any ring.
Every second line gives: PriA SSB inh	BoNT A protease	BH1578 lux ind	Yp Topo-I inh	SARS 3CLpro inh	TcdB GH inh	CCHF vOTU inh	PfHsp40 rescue	Anthrax LF inh2	DUSP3 inh
- CCCCSc1nnc2c(n1)[nH]c1ccccc12
 : -25	-1.3	i	2	5	/	-1	0.0	1	12
- Cn1c(SCC(=O)NCc2ccccc2)nnc1C1CC1
 : -3	0.7	i	3	-2	/	1	-1.0	-6	14
- COCCn1c(-c2ccc(OC)cc2)cnc1SCC(=O)Nc1cccc2ccccc12
 : 52	-0.7	/	31	1	/	-3	5.9	-3	17

The main list resumes; the two compounds before the break are reprinted first.
Every second line gives: PriA SSB inh	BoNT A protease	BH1578 lux ind	Yp Topo-I inh	SARS 3CLpro inh	TcdB GH inh	CCHF vOTU inh	PfHsp40 rescue	Anthrax LF inh2	DUSP3 inh
- CC1=C(C(=O)OCc2ccccc2)C(c2ccco2)n2ncnc2N1 (stereo unspecified)
 : -2	0.0	-0.4	3	6	1.6	2	1.0	-1	6
- COCCn1c(-c2ccc(OC)cc2)cnc1SCC(=O)Nc1cccc2ccccc12
 : 52	-0.7	/	31	1	/	-3	5.9	-3	17
- O=C(COC(=O)/C=C/c1cccc(C(F)(F)F)c1)Nc1cccc2ccccc12
 : -11	-0.7	2.4	2	2	/	9	-1.5	-3	5
- CC1(C)Cc2cccc(OCC(=O)OCC(=O)Nc3ccc(C(N)=O)cc3)c2O1
 : -11	4.0	i	4	/	1.9	14	-0.5	3	/
- O=C(NCc1ccco1)c1ccc(Cn2cc([N+](=O)[O-])cn2)o1
 : -9	0.9	-0.3	0	2	/	1	-0.1	-2	25
- Cc1nn(-c2ccc(C(=O)N3CCN(S(=O)(=O)c4ccccc4C(F)(F)F)CC3)cc2)c(C)c1Cl
 : -9	-0.1	-1.8	9	/	0.3	-3	-1.9	-1	/
- Cc1cccc(SCC(=O)Nc2ccccc2[N+](=O)[O-])c1
 : 38	-0.2	i	15	3	2.9	-8	0.4	-7	9
- Cn1c(=O)oc2cc(S(=O)(=O)N3CCN(c4ccccc4)CC3)ccc21
 : 5	2.2	-0.3	1	-3	/	22	0.0	-12	17
- Cc1cccc2sc(N(CCCN(C)C)C(=O)c3ccc4ncsc4c3)nc12
 : 10	-0.8	-6.2	-7	-4	0.4	10	1.5	0	38
- COC(=O)COc1ccc(NS(=O)(=O)c2cccc([N+](=O)[O-])c2)cc1
 : -6	0.3	i	2	3	2.4	7	-1.2	-3	2
- COc1ccc(-c2c(C(C)=O)c(C)nc3sc4c(=O)n(-c5ccc(C)cc5)nnc4c23)cc1
 : 6	0.4	i	21	1	/	2	1.1	-5	-23
- CCOC(=O)c1c(S(=O)(=O)N2CCCC(C(=O)Nc3ncccc3C)C2)c(C)n(C)c1C (stereo unspecified)
 : -6	-0.9	0.7	-4	-4	-9.4	16	-1.6	0	-2
- O=c1c2nnn(Cc3ccc(Cl)cc3)c2ncn1Cc1ccc(F)cc1
 : -26	1.2	2.7	9	3	0.6	/	-0.4	-1	-1
- CCN1C(=O)C(=O)N(CC(=O)Nc2cc(C)ccc2C)C1=O
 : -2	0.0	0.8	4	/	0.2	0	-1.3	-4	/
- O=Cc1sc(=O)n(Cc2cccc(C(=O)O)c2)c1Cl
 : -10	1.2	-1.0	7	5	-1.3	-4	1.1	1	9
- Cc1nc(SCC(=O)c2ccc(F)c(F)c2)[nH]c(=O)c1Oc1ccc(F)cc1
 : -7	0.6	-0.5	5	4	-0.1	9	16	0	3
- COC(=O)c1ccc(Cn2c(C)c(C(=O)Nc3cccc(Oc4ccccc4)c3)sc2=O)o1
 : /	-0.8	-0.4	38	/	0.4	5	/	-4	/
- CCc1cnc(Nc2nc(C(N)Cc3ccc(F)cc3)cs2)nc1 (stereo unspecified)
 : /	-0.9	i	2	/	2.0	7	/	-13	/
- CS(=O)(=O)N(CCc1ccccc1)CC(=O)Nc1ccc2c(c1)OCO2
 : 8	0.4	3.7	11	-1	/	1	-1.1	-7	-2
- O=C(c1cccc(COCC(F)(F)C(F)F)c1)N1CCN(c2ccccc2)CC1
 : 3	1.3	-0.5	27	-1	/	9	0.0	1	-3
- Cc1cc(NS(=O)(=O)c2ccc(NC(=S)NCc3ccccc3)cc2)no1
 : -23	-0.7	-0.8	7	3	-1.4	-7	3.0	-2	-3
- Cn1nc(C(C)(C)C)cc1C(=O)NNC(=O)c1ccccc1Cl
 : 0	?	i	-3	0	1.6	-5	-0.6	16	37
- CCOc1ccc(C2C(C#N)=C(N)N3C(=C2C#N)Sc2ccccc23)cc1 (stereo unspecified)
 : -27	7.4	i	-5	/	/	/	-0.1	1	8
- CCOC(=O)c1ccc(NC(=S)NCC(O)c2ccccc2)cc1 (stereo unspecified)
 : 7	-0.9	-0.3	-4	5	/	2	1.1	4	3
- NC(=O)CCC(C(=O)O)N1C(=O)C2C3CCC(C3)C2C1=O (stereo unspecified)
 : /	-0.5	-0.3	3	/	1.4	-5	/	-3	/
- Cc1cnc(C(=O)OCC(=O)Nc2cccc(S(=O)(=O)N3CCOCC3)c2)cn1
 : -12	0.2	i	1	/	0.9	-9	0.4	-3	/
- COC(=O)Cn1c(=NC(=O)CN2C(=O)CCC2=O)sc2cc(S(N)(=O)=O)ccc21
 : -7	-0.7	-0.3	-4	2	/	-12	-1.3	-4	-6
- Cc1nn(CC(=O)N2CCN(c3cccc(C(F)(F)F)c3)CC2)c(=O)c2cccn12
 : 0	0.1	-0.3	6	-3	-1.9	1	-0.9	-4	3
- Cc1c(NC(=O)c2n[nH]c(=O)c3ccccc23)c(=O)n(-c2ccccc2)n1C
 : -9	3.1	-5.3	-6	-1	/	-5	0.4	-4	5
- CN(C(=O)COC(=O)c1cc(S(=O)(=O)N(C)C)ccc1Cl)C1CCS(=O)(=O)C1 (stereo unspecified)
 : -3	/	-0.3	7	/	0.6	-6	-0.6	/	/
- O=C(Cc1cccs1)N/N=C/c1ccc(OCc2ccccc2)cc1
 : /	-0.1	i	12	5	3.1	-9	-0.3	0	8
- CCN(CC)c1ccc(/C=N/NC(=O)c2ccoc2C)cc1
 : i	/	-0.2	-10	0	0.8	-6	0.4	/	13
- O=C(CO)N/N=C/c1ccccc1F
 : i	0.4	-1.9	7	4	0.7	0	-0.1	3	26
- CC(NC(=O)c1cc(F)c(F)cc1Cl)C1CC2CCC1C2 (stereo unspecified)
 : 6	0.5	0.6	5	2	1.3	4	0.0	-2	12
- COc1cc(CO)ccc1OCC(=O)Nc1cccc2ccccc12
 : -4	-5.0	-0.2	-7	1	-2.5	-3	-0.2	-1	1
- O=C(c1ccc2ccccc2n1)N1CCN(c2ccccc2O)CC1
 : 1	-0.1	i	10	-1	/	2	0.0	-4	4
- O=C(c1ccco1)N1CCN(c2c(-c3ccccc3)c3cc(Cl)ccc3[nH]c2=O)CC1
 : 6	-0.5	-1.8	13	4	/	-16	0.8	-2	-2
- CC(C)CC(=O)NC(=S)Nc1ccc(CN2CCOCC2)cc1
 : -3	-0.2	-0.8	-2	-3	-0.5	-10	-0.3	-4	-29
- CCCCOC(=O)c1ccc(NC(=O)COC(=O)C2CSC3(C)CCC(=O)N23)cc1 (stereo unspecified)
 : -6	-15	i	7	/	-3.5	16	0.7	-6	/
- CC(C)NC(=O)C1(C)CCN1C(=O)c1cccc(F)c1 (stereo unspecified)
 : /	0.2	-5.0	-8	/	1.3	3	/	2	/
- C/C(=N\Nc1ccccc1)c1c(O)n(C)c(=O)n(C)c1=O
 : /	0.2	-0.3	5	3	-1.4	-4	-0.1	2	12
- COc1ccc(N2CCN(C(=O)COC(=O)c3oc4ccc(OC)cc4c3C)CC2)cc1
 : -3	1.0	-1.4	12	/	-1.0	-9	1.6	-1	/
- CSc1cccc(NC(=O)Cn2cccc2)c1
 : 7	0.2	-0.5	-8	4	/	-6	-0.4	-1	31
- O=C(N/C(=C/c1cccc(Br)c1)C(=O)N1CCCCC1)c1ccco1
 : /	0.3	-5.6	13	/	1.9	4	/	1	/
- C#CCN(C)CCCOc1ccc(Cl)cc1Cl
 : -14	-0.1	i	14	-1	0.7	0	0.3	-6	5
- Cc1ccc(C(=O)Nc2ccccc2N2CCN(C(=O)C(C)C)CC2)cc1C
 : 7	5.9	3.2	24	2	/	-2	?	3	-6
- CCCOC(=O)/C=C/c1c(C)[nH]c(=O)[nH]c1=O
 : -17	0.0	-1.8	-5	0	2.0	11	0.5	1	2

As entered above:
Entry of `O=C(CO)N/N=C/c1ccccc1F` in BoNT A protease: 0.4
Entry of `COc1cc(CO)ccc1OCC(=O)Nc1cccc2ccccc12` in BoNT A protease: -5.0
Entry of `CC(C)NC(=O)C1(C)CCN1C(=O)c1cccc(F)c1` (stereo unspecified) in Anthrax LF inh2: 2
